High-throughput results from PubChem.
FBW7 act: FBW7 E3 ligase activators, primary screen, biochemical, AlphaScreen, human | F-box/WD repeat-containing protein 7 (Homo sapiens), Q969H0 | AlphaScreen FBW7–phospho-cyclin E peptide binding, activator screen | normalized activity (activation), % at 26.1 µM | 650,000 tested, 0.13% active; in the data active = normalized activity above about 1.9%;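 also: purified mutant Fbw7 with reduced substrate affinity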
Target sequence (Q969H0 whole entry, looked up): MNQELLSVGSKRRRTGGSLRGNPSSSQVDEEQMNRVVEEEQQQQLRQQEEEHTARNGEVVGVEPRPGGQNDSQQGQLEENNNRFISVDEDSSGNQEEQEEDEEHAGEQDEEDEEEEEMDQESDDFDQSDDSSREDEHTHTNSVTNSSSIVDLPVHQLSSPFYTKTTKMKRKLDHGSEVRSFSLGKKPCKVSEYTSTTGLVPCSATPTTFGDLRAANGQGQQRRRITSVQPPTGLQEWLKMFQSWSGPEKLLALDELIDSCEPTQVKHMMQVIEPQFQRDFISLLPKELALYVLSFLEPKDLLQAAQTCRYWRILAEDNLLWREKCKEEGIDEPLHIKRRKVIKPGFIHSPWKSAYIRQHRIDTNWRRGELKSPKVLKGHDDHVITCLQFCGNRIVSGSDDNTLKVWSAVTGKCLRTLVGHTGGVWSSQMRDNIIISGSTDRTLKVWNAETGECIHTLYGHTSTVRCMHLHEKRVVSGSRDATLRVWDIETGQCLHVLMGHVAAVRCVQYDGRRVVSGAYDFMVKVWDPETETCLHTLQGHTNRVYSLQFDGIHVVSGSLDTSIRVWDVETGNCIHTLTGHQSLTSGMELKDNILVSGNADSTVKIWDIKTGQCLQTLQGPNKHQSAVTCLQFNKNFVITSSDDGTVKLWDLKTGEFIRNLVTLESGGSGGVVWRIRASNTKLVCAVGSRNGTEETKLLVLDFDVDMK
GPR151 activ: activators of human GPR151, primary screen, cell-based, PathHunter beta-arrestin, luminescence; AID 1508602, 2020; PathHunter beta-arrestin GPR151 cells; 650,000 tested, 1% active; activation, % at 11.2 µM; G-protein coupled receptor 151 (Homo sapiens), Q8TDV0; in the data active = activation above about 4.9%;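 also: 0% = median of compound wells and 100% = cells with positive control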
TEAD-YAP block: TEAD-YAP interaction inhibition, primary screen, TEAD-YAP interaction inhibitor project, luminescence, HEK-TIYL cells. TEAD-Gal4/YAP UAS-luciferase luminescence. inhibition, % at 9.12 µM. 640,000 tested, 1.4% active. AID 1259422, 2018; in the data active = inhibition above about 32%;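 also: 0% = median of test compound wells and 100% = reference inhibitor wells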
MITF inh: MITF inhibitors, primary screen, biochemical, AlphaScreen, human | Microphthalmia-associated transcription factor (Homo sapiens), O75030 | AlphaScreen MITF homodimerization, bead proximity signal | inhibition, % at 2.6 µM | 650,000 tested, 0.91% active; in the data active = inhibition above about 50%;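 also: 0% = vehicle wells with protein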
* hit, by the source's call. Outcome played no part in choosing rows; about 3.5% have a hit in one of these screens.

Every second line gives: FBW7 act, GPR151 activ, TEAD-YAP block, MITF inh
COc1ccc(-c2nc(Nc3ccc(N4CCOCC4)cc3)c3ncn(C4CCCCC4)c3n2)cn1
    0.0, -0.1, -6, 4
CC(C)C12CN3CC(C(C)C)(CN(C1)C3c1ccc(O)c(O)c1)C2=O (configuration not stated)
    0.0, -0.9, 11, 1
Cc1ccc(Cl)cc1NC(=O)c1ccc([N+](=O)[O-])cc1[N+](=O)[O-]
    0.1, 1.0, 12, 13
NS(=O)(=O)c1ccc(CCNS(=O)(=O)c2ccccc2)cc1
    0.2, 0.4, -5, -14
COc1ccc(N2C(=O)c3ccc(C(=O)Nc4ccc(C)cc4C(=O)O)cc3C2=O)cc1
    0.0, 1.7, -11, 0
COc1cc(C2C(C(=O)OC(C)C)=C(C)NC3=C2C(=O)CCC3)ccc1OCc1ccccc1 (configuration not stated)
    0.0, 1.1, -5, 1
CCCCNS(=O)(=O)c1ccc2c(c1)oc(=O)n2C
    0.2, 1.2, -6, 7
O=C(Cc1cn(-c2ccc(N3CCN(c4ccccn4)CC3)nn2)c2ccccc12)Nc1ccc2c(c1)OCO2
    0.7, 1.8, -30, 4
Oc1ccc2oc3c(c2c1C=NCc1ccncc1)CCCC3
    0.5, 0.0, -3, 5
CC12CC=CCC1C(=O)N(CCC(=O)O)C2=O (configuration not stated)
    0.1, -0.3, 4, -4
O=C(NCC1CCCO1)c1nn2c(C(F)(F)F)cc(-c3ccc(Br)o3)nc2c1Br (configuration not stated)
    0.0, 0.8, -6, -1
COc1ccc(C(C)=O)cc1COC(=O)c1cccc(N(C)C)c1
    -0.2, 0.6, 1, -16
CCOC(=O)c1cnc(SCC(=O)NNC(=O)c2cccc(C)c2)nc1N
    0.1, -0.2, 5, 4
CCOC(=O)c1ccc(Oc2nc(NCc3ccccc3)nc(N(C)C)n2)cc1
    0.0, -1.7, -3, -2
Cc1ccc(NC(=O)CSc2nc3ccccc3c(=O)n2CC2CCCO2)cc1Cl (configuration not stated)
    -0.2, -1.1, -6, -6
CC(=O)Nc1ccc(NC(=O)c2cc([N+](=O)[O-])ccc2Cl)cc1
    0.3, -0.5, 14, 17
COc1ccc(-c2nc3ccccc3c(=O)n2Cc2ccccc2Cl)cc1OC
    -0.1, -0.5, -9, -6
Cc1c(C(=O)Nc2cccc(Cl)c2)sc2nc[nH]c(=O)c12
    0.0, -1.4, -32, 6
Cn1nccc1C(=O)Nc1cc(Cl)ccc1Cl
    0.0, -0.6, -17, 6
O=[N+]([O-])c1cc(-n2ncnc2-c2ccc(F)cc2)ccc1F
    0.1, -1.1, 0, 2
CC1CCCN(C(=O)CC2(c3ccccc3Cl)CC(=O)N(CCN(C)C)C2=O)C1 (configuration not stated)
    0.1, 0.7, -3, 0
Cc1sc2nc(-c3ccccc3Cl)n(Cc3ccccc3Cl)c(=O)c2c1C
    0.0, 0.6, -4, 1
Cc1c(C(=O)N2CCN(c3ccccn3)CC2)sc2ncn(CC(=O)N3CCC(C)CC3)c(=O)c12
    -0.1, 0.8, 4, 4
O=C(NCCc1cccc(F)c1)c1cnccn1
    0.1, -0.2, -10, 1
CC(C)/C=C/C(=O)N1CCC(CO)(Cc2ccccc2Cl)CC1
    0.4, -0.9, 9, 5
CCOc1ccc(C(=O)Nc2ccc3c(c2)N(CCOC)CCC3)cc1
    0.2, -0.3, -42, 9
CC(C)Oc1ccccc1C(=O)NC(CO)C(=O)O (configuration not stated)
    0.1, -0.6, 4, 14
COc1cc(NC(=O)c2cccc(Nc3ccc(-n4ccnc4)cc3)c2)cc(OC)c1OC
    0.1, -0.7, -1, 18
COc1cccc(N2CCN(S(=O)(=O)c3ccc4nc(-c5ccccc5)[nH]c4c3)CC2)c1
    -0.1, 1.7, 11, -2
CN1C(=O)/C(=C/c2ccc(SCc3ccco3)o2)SC1=S
    -0.9, 0.2, -18, 57*

Gathered by group, the compounds so far containing a COOH group.
Every second line gives: FBW7 act, GPR151 activ, TEAD-YAP block, MITF inh
COc1ccc(N2C(=O)c3ccc(C(=O)Nc4ccc(C)cc4C(=O)O)cc3C2=O)cc1
    0.0, 1.7, -11, 0
CC12CC=CCC1C(=O)N(CCC(=O)O)C2=O (configuration not stated)
    0.1, -0.3, 4, -4
CC(C)Oc1ccccc1C(=O)NC(CO)C(=O)O (configuration not stated)
    0.1, -0.6, 4, 14

Other entries follow:
Every second line gives: FBW7 act, GPR151 activ, TEAD-YAP block, MITF inh
Cc1ccc(NC(=O)c2cc(S(=O)(=O)N3CCc4ccccc43)ccc2F)cc1
    0.0, -0.9, 6, 5
CCOc1ccc(S(=O)(=O)NC(CC(=O)O)c2ccccc2)cc1 (configuration not stated)
    0.0, -0.7, 6, 2
Cc1cc(N2C(=O)CSC2c2ccc3c(c2)OCO3)ccc1Br (configuration not stated)
    -0.2, 0.3, -9, -1
CCCNc1nc(N2CCCC(C(=O)N(CC)CC)C2)nc2c1ncn2C1CCCCC1 (configuration not stated)
    -0.1, 1.4, -11, 11
C/C(Cc1ccccc1)=N\NC(=O)c1cc(C(C)(C)C)[nH]n1
    -0.2, -1.2, -14, -5
Oc1cc2ccccc2cc1-c1n[nH]c(=S)n1Cc1ccco1
    -0.1, -1.3, -32, 6
Cc1cc(C)cc(Cc2c(N3CCC(O)CC3)[nH]c(=O)n(C)c2=O)c1
    0.4, -0.8, -17, 9
COC(=O)CCSc1nc2sc3c(c2c(=O)n1Cc1ccccc1)CCC(C(C)(C)C)C3 (configuration not stated)
    0.2, -1.0, -1, -14
CCOc1ccc(/C=N/Nc2nc3ccccc3nc2C)c(O)c1
    -1.0, -0.4, -17, 2
CCc1ccc(N2C(=O)c3ccccc3NC2c2cccc([N+](=O)[O-])c2)cc1 (configuration not stated)
    -0.1, -0.2, -29, -2
CCCN(CCC)S(=O)(=O)c1ccc(C(=O)Nc2ccc(-c3nc4ccc(C)cc4s3)cc2)cc1
    0.1, -0.5, -7, 1
COc1ccc(C2C(C(=O)Nc3cc(Cl)c(OC)cc3OC)c3ccccc3C(=O)N2Cc2ccc(F)cc2)cc1 (configuration not stated)
    0.0, -0.1, -5, 6
COc1cc(C(=O)Oc2coc(CSc3ncccn3)cc2=O)c([N+](=O)[O-])cc1OC
    -0.2, 0.3, 7, 16
CC12CC(NC(=S)N1c1ccccc1)c1cc([N+](=O)[O-])ccc1O2 (configuration not stated)
    -0.1, -0.8, -6, 27
CCOC(=O)C1C(=O)NC(SCC(=O)OC)=C(C#N)C1c1ccccc1OCC (configuration not stated)
    0.1, 0.7, -1, -3
N#Cc1ccccc1OCC(=O)Nc1ccc(Oc2ccccc2)cc1
    0.2, -0.5, -5, 18
O=C(O)c1ccc(/C=N\NC(=O)C2COc3cc4ccccc4cc3O2)cc1 (configuration not stated)
    -0.1, 2.6, -2, -4
O=C(Cc1ccccc1)c1ccc2c(c1)OCCO2
    0.2, -4.3, -3, 13
O=C(Cn1nnnc1CN1CCCCCC1)NCCN1CCCC1=O
    -0.1, -1.9, 0, -5
O=C(O)CSCc1cn2cc(Cl)ccc2n1
    0.3, -0.6, 6, 15
CCOC(=O)C1=C(C)N=c2s/c(=C\c3ccc(-c4cccc(C(F)(F)F)c4)o3)c(=O)n2C1c1cccc(OC)c1 (configuration not stated)
    0.1, -1.4, 0, -11
Cc1ccc(-n2cc(-c3ccccc3)c3c(NCc4cccnc4)ncnc32)cc1Cl
    0.0, 2.0, -4, 12
COC(=O)c1ccc(CS(=O)(=O)c2ccc(C)cc2)o1
    0.4, -0.6, -6, 12
NS(=O)(=O)c1ccc(NC(=O)Cn2nnc(-c3ccccc3Cl)n2)cc1
    0.0, 0.3, 2, 0
COC(=O)CC1Oc2ccc(C)cc2NC1=O (configuration not stated)
    0.9, -0.9, 6, 9
OC(COc1ccc(CN2CCSCC2)cc1)CN1CCCCC1 (configuration not stated)
    -0.1, 0.3, 1, 14
O=C(Nc1ccccc1F)C1CC(=O)N(c2ccc(F)cc2)C1 (configuration not stated)
    0.0, -1.5, 8, 3
COc1cc(Nc2nccc(NCc3ccccc3)n2)cc(OC)c1OC
    0.3, -0.9, 10, 7
O=C(C1CCCN1S(=O)(=O)c1cccc2cccnc12)N1CCc2ccccc2C1 (configuration not stated)
    -0.2, -1.4, -3, 3
COCCNC(=S)N1CCN(S(=O)(=O)c2ccc(F)cc2)CC1
    -0.1, 0.0, -6, 1

Single records, from the list above. Order of screens: FBW7 act	GPR151 activ	TEAD-YAP block	MITF inh
Shown for COC(=O)CC1Oc2ccc(C)cc2NC1=O (configuration not stated) = 0.9	-0.9	6	9
Shown for COc1cc(C(=O)Oc2coc(CSc3ncccn3)cc2=O)c([N+](=O)[O-])cc1OC = -0.2	0.3	7	16
Shown for CCOC(=O)C1C(=O)NC(SCC(=O)OC)=C(C#N)C1c1ccccc1OCC (configuration not stated) = 0.1	0.7	-1	-3
Shown for O=C(C1CCCN1S(=O)(=O)c1cccc2cccnc12)N1CCc2ccccc2C1 (configuration not stated) = -0.2	-1.4	-3	3
Shown for O=C(Nc1ccccc1F)C1CC(=O)N(c2ccc(F)cc2)C1 (configuration not stated) = 0.0	-1.5	8	3

Further entries follow.
Every second line gives: FBW7 act, GPR151 activ, TEAD-YAP block, MITF inh
Cc1csc2nc(-c3cccc(NS(=O)(=O)c4cccs4)c3)cn12
    0.4, 2.2, 0, 8
CCCCCOc1ccc(OC(=O)c2ccc(-c3ccc(CCCCC)cn3)cc2)cc1
    0.1, 0.6, -6, 14
Cc1ccc(N2C(=O)c3ccncc3C2=O)c(C)c1
    0.0, 0.3, 2, -6
NC(=O)CSc1nnc(Cc2ccccc2)n1Cc1ccco1
    0.0, 1.9, -5, -12
CC1(C)C(=O)Nc2ccccc2N1C(=O)COC(=O)CSc1nc2ccccc2s1
    0.1, -1.2, 4, -2
COc1ccc(OC)c2[nH]c(=O)c(CCNC(=O)c3ccco3)cc12
    0.0, 4.4, 3, -8
CC(C)c1nnc(NC(=S)NC(=O)c2ccccc2)s1
    -0.1, -7.6, 3, -5
O=C(c1ccc(S(=O)(=O)N2CCOCC2)cc1)N1CCOCC1
    -0.2, 1.0, 12, -6
Cc1cc(/C=N/n2cnnc2)c(C)n1-c1ccc(I)cc1
    -0.2, -0.2, 1, 4
COc1ccc(CN2CCCC(O)C2)c(C)c1C (configuration not stated)
    -0.3, 0.1, 4, 12
COc1cc(CNCCc2ccccc2)ccc1OCC(N)=O
    -0.1, -1.5, -9, -11
Cc1cc(=O)n(C(NC(=O)c2ccccc2)C(=O)c2ccccc2)c(=S)[nH]1 (configuration not stated)
    -0.1, 2.9, -4, -1
CC(=O)OCc1ccc(-c2ccc([N+](=O)[O-])cc2)o1
    -0.1, 0.9, 1, 15
CN1CCCC(OC(=O)CCCCC(=O)OC2CCCN(C)C2)C1 (configuration not stated)
    0.1, 1.4, -7, 1
CC(=O)Nc1ccc(NC(=O)CC(c2ccccc2)c2ccccc2)cc1
    0.0, 0.1, -5, 10
Cc1cc(Br)ccc1NC(=O)Cn1c(=O)oc2ccccc21
    -0.2, 0.1, 3, 1
O=C(C1CCN(S(=O)(=O)N2CCOCC2)CC1)N1CCOCC1
    0.0, 1.7, 9, 9
O=C(c1ccc2c(c1)ncn2-c1ccc(OCc2ccccc2)cc1)N1CCCCC1
    -0.1, 0.2, 3, 8
CCOc1cc([N+](=O)[O-])c2nc(N)sc2c1
    -0.3, -0.9, -46, -8
N#CC1=C(SCc2ccccc2Cl)NC(=O)CC1c1ccccc1F (configuration not stated)
    -0.2, 0.5, -4, 5
CC(O)CNS(=O)(=O)c1ccccc1[N+](=O)[O-] (configuration not stated)
    -0.1, 1.1, -8, -2
COc1cc(-c2nc(C=Nc3cccc(C)c3)c(O)o2)cc(OC)c1OC
    -0.1, -1.6, 11, 12
O=C(Cc1c(F)c(F)c(F)c(F)c1F)Nc1nncs1
    0.1, 0.5, 0, 2
N#C/C(C(=O)Nc1ccccc1F)=C1\C(=O)Nc2c(Cl)cc(Cl)cc21
    0.2, -1.2, 6, 19
CC(C)(C)c1ccc(C(=O)n2cnc3ccccc32)cc1
    0.3, -0.7, 0, 14
Cc1ccc(-c2nn(CCC(=O)O)cc2/C=C2\SC(N)=NC2=O)cc1
    0.0, 2.0, -6, -2
N#Cc1cc(C#N)c(SCC(=O)Nc2ccccc2)nc1N
    0.0, 0.5, -7, 0
O=C(CCC1(Cc2ccc3ccccc3c2)CCC(=O)N1)NC1CCOC1 (configuration not stated)
    0.2, -1.3, -8, 9
COc1cccc(CNC(=O)CCN2C(=S)NC(C)(C)CC2C)c1 (configuration not stated)
    -0.3, -0.8, -7, -6
COc1cccc(-n2c(SCC(=O)N(C(C)C)C(C)C)nnc2-c2ccncc2)c1
    0.1, -1.1, -15, 25
O=C(COc1ccc([N+](=O)[O-])cc1Cl)c1ccc(F)cc1
    0.1, 2.0, -14, -1
Cc1ccc(O)c(C(=O)c2cnc3[nH]c(=O)[nH]c(=O)c3c2)c1
    0.0, 0.2, 0, 2
COc1ccc(CCNC(=O)C(=O)NC(C)C)cc1
    -0.1, -0.1, 0, -4
CCC[C@@H]1NC(=O)[C@@H]2C[C@H](NC(=O)Nc3ccccc3)CN2C1=O
    -0.1, -0.1, 6, 2
